Screens deposited in PubChem by National Center for Advancing Translational Sciences (NCATS).
KDM5B inh = Primary screen for KDM5B Histone Demethylases FDH-coupled qHTS | Lysine-specific demethylase 5B (Homo sapiens), Q9UGL1 | KDM5B demethylase, FDH-coupled NADH fluorescence (FDH is formaldehyde dehydrogenase) | Potency, µM (top dose mostly 57.7 µM), for the others: at the highest dose activity change, negative = inhibition, actives largely listed as inhibitors | 220,000 compounds, 2.6% hits; active = well fitted inhibition curve with a large enough effect; inconclusive = small, poorly fitted or top-dose-only effect; inactive = no such curve, though single readings can be large or run the other way; also: 0% is about no effect; nearly all actives have a fitted effect of over 70% in size
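Coupled FDH/NAD⁺ fluorescence readout. KDM5BΔAP 200 nM final; compound titration, 10 min RT preincubation; substrate mix 12.5 µM H3K4me3, 25 µM 2-OG, 50 µM Fe(II), 100 µM ascorbate, 0.25 mM NAD⁺, 0.25 U/mL FDH; ΔRFU over 30 min.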
Starred values were filed as active, the others as inactive; i = inactive; ? = inconclusive; [ ] = dose if it differs, or a comment. Potency is read from the fitted curve at half-maximal effect. This is a subset, so the mix of outcomes need not match the whole.

SMILES | KDM5B inh
CCn1cc(S(=O)(=O)N2CCC3(CC2)CC(N(C)Cc2ccccc2)CCO3)cn1 (stereo unspecified) | 10%
CC(NS(=O)(=O)c1cccs1)c1cccnc1 (stereo unspecified) | 14%
CC1(C)C=Cc2c(nc3ccccc3c2N)C1 | ?
C=CCNC(=O)[C@@H]1Cc2cn(Cc3c(C)noc3C)c3cccc(c23)[C@H](CC(C)C)N1 | 28µM*
CC(C)c1ccc(NS(=O)(=O)c2c[nH]c3ccc([N+](=O)[O-])cc23)cc1 | 2%
COc1ccccc1CN(C)CC(=O)NC(=O)NC1CCCC1 | 0%
CC1(c2ccccc2)N(Cc2ncccn2)C(=O)OC12CCN(C(=O)c1ccc(Oc3ccccc3)cc1)CC2 (stereo unspecified) | 2%
COc1ccc(C(=O)N2CC(=O)N(c3ccc(C)cc3)CC2C)c(OC)n1 (stereo unspecified) | -7%
CCc1ccc(NC(=O)c2cc3sc(Cl)cc3n2C)cc1 | -7%
CS(=O)(=O)N1C[C@H]2CCN(Cc3ccccc3F)C[C@H]21 | 3%
O=S(=O)(c1ccccc1)N1CCN(Cc2ccccn2)CC1 | 10%
CC(=O)c1ccc(NC(=O)C2(c3ccc(C)cc3)CCCC2)cc1 | 16%
Fc1ccc(OCc2nc(CSc3ncc(-c4ccc(F)cc4)o3)cs2)cc1 | -28%
Cc1cccc(N2CCN(CCCNc3ncnc4onc(-c5ccc(Cl)cc5)c34)CC2C)c1 (stereo unspecified) | -19%
COc1ccc(C(=O)N2CCCn3nc(C)c(-c4ccccc4C(C)C)c32)cc1 | -4%[86.2 µM]
Cc1cccc(-c2ocnc2C(=O)Nc2ccc(Cl)cc2C)c1 | 6%

Structural class, those above with an aryl methoxy group (three)
SMILES | KDM5B inh
COc1ccccc1CN(C)CC(=O)NC(=O)NC1CCCC1 | 0%
COc1ccc(C(=O)N2CC(=O)N(c3ccc(C)cc3)CC2C)c(OC)n1 (stereo unspecified) | -7%
COc1ccc(C(=O)N2CCCn3nc(C)c(-c4ccccc4C(C)C)c32)cc1 | -4%[86.2 µM]

The results go on:
SMILES | KDM5B inh
COc1ccc(S(=O)(=O)N2CCOC[C@H](Oc3ccc(C(F)(F)F)cn3)C2)cc1 | -4%[86.2 µM]
COc1ccc(C(=O)c2oc3cc(NC(=O)C(C)C)ccc3c2C)cc1OC | -10%
CCc1c(C)nc2c(Br)cccc2c1Cl | 10%
Cc1oc2cc(OCC(=O)Nc3ccc4c(c3)OCCO4)ccc2c(=O)c1-c1ccc(Cl)cc1 | -9%
COc1ccc(-c2cc3c(ccn3C)c(C(=O)NCc3c(C)cc(C)[nH]c3=O)n2)cc1 | i
OCc1cccc(-c2cc3c(cn2)CN(CCc2ccccc2)CCN3)c1 | ?
COc1ccc(-n2nc(C(=O)NCC(=O)N(C)Cc3ccccc3)c3ccccc3c2=O)cc1 | ?
O=C(COc1cccc(-n2cnnn2)c1)Nc1ccc(S(=O)(=O)N2CCOCC2)cc1 | 1%
CCCCS(=O)(=O)N1C[C@@H](COC)[C@H](C(=O)NC)C1 | -6%
Cc1ccc(CNc2ccc(C(=O)O)cc2)cc1 | 19%
CCCCN(c1ccccc1)c1ncnc2c1cnn2-c1cccc(C)c1 | -13%
COc1ccc(CCNC(=O)CCn2c(=O)c3ccccc3n(CC(=O)Nc3cc(Cl)ccc3C)c2=O)cc1OC | 11%
CC(C)(C)CN[C@@H]1CO[C@H](CNC(=O)c2ccc(F)cc2)[C@H]1O | 6%[86.2 µM]
O=C(Nc1ncn[nH]1)C1CC(=O)N(c2ccc3c(c2)OCCO3)C1 (stereo unspecified) | 18%
Cc1nc([C@H]2CCN(Cc3cccnc3)C[C@H]2NC(=O)C2CC2)n[nH]1 | -22%
Cc1cc(C)c(NS(=O)(=O)c2ccc(S(=O)(=O)N3CCCC3)cc2)c(C(=O)O)c1 | 15%
Brc1ccc(C2=Nn3c(Cn4nnc5ccccc54)nnc3SC2)cc1 | ?
O=C(Cn1nc(C(=O)O)c2ccccc2c1=O)Nc1ccccc1Cl | -9%
Cc1ccc(-n2c(SCC(=O)c3ccccc3)nc3c([nH]c4ccccc43)c2=O)cc1 | 0%
CCc1noc2nc(C)nc(N3CCCC(C(=O)NCCc4ccc(SC)cc4)C3)c12 (stereo unspecified) | 9%
Cc1ccc(S(=O)(=O)c2nc(-c3ccccc3F)oc2N2CCCCC2)cc1 | ?
COc1cc(Cl)c(CN2CCC[C@H]2C(=O)O)cc1OC | ?
CCc1c(C)sc(NC(=O)/C=C/c2ccccc2)c1C#N | -24%
CCN1CCC2(CCC1=O)CN(C(=O)CCc1cccnc1)CCN2C (stereo unspecified) | 3%
O=C(NC1CCCCCCC1)c1ccc2ncsc2c1 | 21%
CCOc1ccc(C2Cn3nnc(-c4nc(C(C)(C)C)no4)c3CO2)cc1 (stereo unspecified) | -20%
Cc1cnc(CC2CCN(C(=O)CC3CCCC3)CC2)n1Cc1ccc(F)cc1 | 7%
COc1ccc(S(=O)(=O)N2CCC(c3noc(-c4cnccn4)n3)C2)cc1 (stereo unspecified) | 1%
CCNCc1ccc(C)o1 | 1%
CN(Cc1ccc(F)cc1)Cc1ccc(N(C)C)cc1 | -50%[86.2 µM]
COc1ccc(NC(=O)CCCn2c(=O)c3cccn3c3ccccc32)c(OC)c1 | -16%
Cc1ccc(NCCC(=O)O)cc1 | -2%
CCc1nc(-c2c3n(c(=O)n(Cc4ccc(F)cc4F)c2=O)CCCCC3)no1 | 19%
CC(=O)N1CC(CO)C2(CCN(C(=O)CC3CCCCC3)CC2)C1 (stereo unspecified) | 9%
O=C(c1ccc2ccccc2n1)N1CCC2(CC1)CC(Cc1cccc(F)c1)CCO2 (stereo unspecified) | -18%
COC(=O)C1Cc2c([nH]c3ccccc23)C2(CCN(Cc3ccccc3)CC2)N1 (stereo unspecified) | 25%
CNC(=O)C(C)Sc1nc2ccc(F)cc2c(=O)[nH]1 (stereo unspecified) | 3%
CCOC(=O)C1=CN(CC(=O)Nc2ccccc2F)S(=O)(=O)N=C1C | 8%
COc1ccc(NC(=O)Nc2ccc3nc(N4CCOCC4)cc(C)c3c2)cc1 | -6%
Cc1ccc(Cl)c(OC(C)(C)C(=O)Nc2ncc(C)s2)c1 | 15%
Cc1ccn2c(=O)cc(COc3ccc(NC(=O)COc4ccc(Cl)cc4)cc3)nc2c1 | 5%
C=C(C)CN1CCN(c2nc3c(c(=O)[nH]c(=O)n3C)n2Cc2ccc(F)cc2)CC1 | -15%
COc1ccc(NC(=O)Cn2c(SCc3ccc(C)cc3)nc3cccnc32)cc1OC | -20%
O=S(=O)(c1ccccc1)N1CCCC(c2nnnn2-c2ccccc2)C1 (stereo unspecified) | -11%
CC(=O)c1c(C)nn(CC(=O)N2CCN3C(=O)CN(C)C(=O)C3C2)c1C (stereo unspecified) | 16%
CCOC(=O)c1c(C)[nH]c(C(=O)C(C)N(C)Cc2ccccc2)c1C (stereo unspecified) | -18%
Cc1ccccc1Cn1cc(S(=O)(=O)c2ccc(F)cc2)c(=O)c2cc3c(cc21)OCO3 | ?
CCCCNC(=O)c1ccc2c(c1)N=C(CC)c1ccccc1S2 | -18%

A second format for 4 compounds above.
Cc1ccn2c(=O)cc(COc3ccc(NC(=O)COc4ccc(Cl)cc4)cc3)nc2c1
  KDM5B inh = 5%
C=C(C)CN1CCN(c2nc3c(c(=O)[nH]c(=O)n3C)n2Cc2ccc(F)cc2)CC1
  KDM5B inh = -15%
COc1ccc(NC(=O)Cn2c(SCc3ccc(C)cc3)nc3cccnc32)cc1OC
  KDM5B inh = -20%
O=S(=O)(c1ccccc1)N1CCCC(c2nnnn2-c2ccccc2)C1 (stereo unspecified)
  KDM5B inh = -11%

More entries follow.
SMILES | KDM5B inh
Cc1cc(C(=O)N2CCCC3(CCC(=O)N(Cc4cccnc4)C3)C2)n(C)n1 (stereo unspecified) | -32%
O=C(C1CCC1)N1CCCC(c2noc(COc3ccccc3)n2)C1 (stereo unspecified) | -17%
Cc1nccc(-c2cccc(NC(=O)c3cccc[n+]3[O-])c2)n1 | 8%
COc1cccc(NC(=O)Cn2cc(C#N)c3cc(Br)ccc32)c1 | -14%
O=C(O)c1ccc(S(=O)(=O)c2ccccc2C(=O)O)c([N+](=O)[O-])c1 | ?
CCOc1ccc(N/C(N)=N/c2nc(CSc3nnnn3-c3ccccc3)cc(=O)[nH]2)cc1 | 31%
CN(CCOC(=O)c1cccc(Br)c1)C(C)(C)C | -4%
CC(=O)N1CCC2(CC1)CC(Cc1ccccc1)=NO2 | 20%[149 µM]

Following part:
| SMILES | KDM5B inh |
| --- | --- |
| Cc1ccc2c(Cn3nnc(-c4ccccc4C)n3)cc(=O)oc2c1 | 9% |
| COc1ccccc1-c1cc(C(=O)NCc2ccccc2)c2c(-c3ccc(C)cc3)[nH]nc2n1 | ? |
| NC(=O)COC(=O)c1cc(-c2ccccc2)nc2ccccc12 | ? |
| Cc1ccnc(Nc2nc(-c3ccc(F)c(C)c3)cs2)c1 | -7% |
| Cc1cc(=O)n(CC(=O)Nc2cc(Cl)ccc2C)c(-c2ccc(F)cc2)n1 | 21% |
| O=C(COC(=O)CCC(=O)c1ccc(F)cc1)Nc1ccccc1-c1ccccc1 | 14% |
| COc1ccc(-c2cc(N3CCCC(NC(=O)c4cccs4)C3)n[nH]2)cc1 (stereo unspecified) | -16% |
| CO[C@H]1[C@H](NC(=O)c2cc3ccccc3[nH]2)c2ccccc2C12CCNCC2 | 22µM* |
| C[C@H]1CCCN1C(=O)c1nnc(COc2ccc(C#N)cc2)n1-c1ccccc1 | -1%[86.2 µM] |
| Cc1noc(C)c1[S+](=O)([O-])N1CCC2(CC1)Cc1ccccc1NC2=O | 8% |
| COc1ccccc1C(NC(=O)CSc1c(Cl)cccc1Cl)c1nccn1C (stereo unspecified) | 11% |
| Cc1ccc(S(=O)(=O)N2C[C@@H](F)C[C@H]2C(=O)N2CCc3ccccc3C2)cc1F | -31% |
| CCN(CC(=O)Nc1ccc2c(c1)OCCO2)Cc1cc(=O)oc2cc(C)c(C)cc12 | 1% |
| COc1ccc(-c2nc3n(n2)C(=O)CC(c2ccc(Cl)cc2)S3)cc1 (stereo unspecified) | 25% |
| Cc1nc(CCNC(=O)Cc2ccsc2)no1 | -18% |
| O=C(NC1CC1)C1CCCN1S(=O)(=O)c1ccc(Br)s1 (stereo unspecified) | 14% |
| O=C(CN1CCCc2nc(C3CC3)ncc2C1=O)N1CCc2ccccc2C1 | -12% |
| CCCn1nc(C(=O)N2CCN(S(=O)(=O)c3ccc(C)cc3C)CC2)c2ccccc2c1=O | -14% |
| N#Cc1ccc(CN2C[C@@H](COCC(N)=O)[C@H](c3ccncc3)C2)cc1 | ? |
| c1ccc(-c2ccccc2Nc2cnc3ccc(-n4ccnc4)nn23)cc1 | -15%[86.2 µM] |
| O=C(NCc1nnc2n1C(C(=O)NCc1ccc(F)cc1)CC2)c1ccc(Cl)cc1Cl (stereo unspecified) | 16%[115 µM] |
| Cc1ccccc1-c1noc(CN2CCCC2=O)n1 | -15% |
| CCCNC(=O)c1cccc2c1CCN2C(=O)Nc1ccc(OC)cc1 | -12% |
| CC[C@H](C)[C@H](NC(N)=O)C(=O)Nc1ccc(NC(C)=O)cc1 | 8% |
| O=C(CSc1nc(Cl)nc2nc[nH]c12)Nc1ccc(Cl)cc1 | 15% |
| CC(C)OCCCNC(=O)CC1CCCC1 | 21% |
| Cc1ccc(S(=O)(=O)N(Cc2cc3cccc(C)c3[nH]c2=O)CC2CCCO2)cc1 (stereo unspecified) | 3% |
| Cc1ccc(C)c(NC(=O)N2CCN3CCCCC3C2)c1 (stereo unspecified) | 11% |
| O=C(NC(=O)c1c(F)cccc1F)O/N=C1\CCCc2occc21 | 35% |
| CN(C)Cc1nnc(C2CCN(Cc3cnc(-c4ccccn4)nc3)CC2)n1C | 41%[activator] |
| Nc1ccc2oc(-c3ccc(-c4ccccc4)cc3)nc2c1 | ? |
| CCc1ccc(Nc2ncnc3nc[nH]c23)cc1 | 38% |
| CC(C)(C)C1CCc2c(sc(NC(=O)c3ccccc3F)c2C(=O)N2CCCCC2)C1 (stereo unspecified) | -13% |
| CCCN1CCN(CCCNC(=O)Cn2c(-c3cccs3)cc3cc(Cl)ccc32)CC1 | ? |
| COc1cc(OC)cc(C(=O)Nc2nnc(SCC(=O)NCc3ccco3)s2)c1 | -19% |
| O=C(C1CCCN1c1nnc(N2CCCC2=O)s1)N1CCN(c2cccc(Cl)c2)CC1 (stereo unspecified) | -3% |
| Cc1ncccc1C(=O)N1CCCN(Cc2ccncc2)C(c2ccccc2)CC(=O)NCC1 (stereo unspecified) | -22% |
| Cc1cc(OCC(=O)NCc2ccc(-c3nc4ncccc4o3)cc2)ccc1Cl | 3% |
| O=C(COc1cccc(Br)c1)OCc1coc(-c2ccccc2)n1 | -8% |
| COCCCNC(=O)C1COC2(CCCCC2)N1C(=O)c1c(OC)cccc1OC (stereo unspecified) | -3% |
| COc1cccc(COC2CN(CCc3ccccc3)C(=O)CN(C(=O)CN3CCOC3=O)C2)c1 (stereo unspecified) | 45%[activator] |
| O=C(COC(=O)c1cccnc1Nc1cccc(C(F)(F)F)c1)NCc1ccccc1Cl | -5% |
| CCN(CC)C(=O)C1CCCN(C(=O)CCC2(Cc3cccc4ccccc34)CCC(=O)N2)C1 (stereo unspecified) | 13% |
| Cn1ncc(N2CCCC(CC(=O)Nc3ccc(F)c(F)c3)C2)cc1=O (stereo unspecified) | 9% |

As entered above.
Entry of O=C(Cn1nc(C(=O)O)c2ccccc2c1=O)Nc1ccccc1Cl in KDM5B inh: -9%
Entry of CC(=O)c1ccc(NC(=O)C2(c3ccc(C)cc3)CCCC2)cc1 in KDM5B inh: 16%
